Kir21 block – inhibitors of mouse Kir2.1 inward-rectifier potassium channel; P35561; HEK293-Kir2.1, FluxOR thallium flux fluorescence; hits give low values; B-score at 10 µM; 310,000 tested, 0.85% active;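 active means fluorescence ratio B-score at or below minus 3 SD of library scores, with starting-brightness B-score within 2 SD, cut at about -4.2 in these data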;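 further: channel flux triggered by added potassium and thallium sulfate stimulus; B-score of peak minus minimum fluorescence over baseline after thallium stimulus; more negative B-score means stronger Kir2.1 block with less thallium influx; some compounds called inactive have numbers as strong as hits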
Target sequence (P35561 whole entry, looked up): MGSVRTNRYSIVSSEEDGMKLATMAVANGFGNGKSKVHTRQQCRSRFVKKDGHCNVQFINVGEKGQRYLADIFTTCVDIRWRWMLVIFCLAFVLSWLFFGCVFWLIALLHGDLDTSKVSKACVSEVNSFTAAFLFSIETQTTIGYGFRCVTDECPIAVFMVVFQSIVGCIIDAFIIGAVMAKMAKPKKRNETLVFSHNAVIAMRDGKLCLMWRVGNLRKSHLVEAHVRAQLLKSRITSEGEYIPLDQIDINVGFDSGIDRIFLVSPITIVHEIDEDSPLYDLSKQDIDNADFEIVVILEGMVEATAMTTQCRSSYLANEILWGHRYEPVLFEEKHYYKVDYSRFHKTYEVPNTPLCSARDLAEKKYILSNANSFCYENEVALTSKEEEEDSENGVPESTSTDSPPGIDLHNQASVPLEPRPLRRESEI
CHT inh – inhibitors of human choline transporter CHT | Q9GZV3 | CHT-expressing cells, membrane potential dye, choline response; hits give low values | B-score at 10 µM | 310,000 tested, 0.86% active | AID 488975;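 active means B-score over 3 SD under the library average, and starting fluorescence ratio not unusually high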;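 further: choline stimulus applied at its EC90 after an EC20 pre-addition; B-score computed on integrated fluorescence ratio after choline addition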
Target sequence (Q9GZV3 whole entry, looked up): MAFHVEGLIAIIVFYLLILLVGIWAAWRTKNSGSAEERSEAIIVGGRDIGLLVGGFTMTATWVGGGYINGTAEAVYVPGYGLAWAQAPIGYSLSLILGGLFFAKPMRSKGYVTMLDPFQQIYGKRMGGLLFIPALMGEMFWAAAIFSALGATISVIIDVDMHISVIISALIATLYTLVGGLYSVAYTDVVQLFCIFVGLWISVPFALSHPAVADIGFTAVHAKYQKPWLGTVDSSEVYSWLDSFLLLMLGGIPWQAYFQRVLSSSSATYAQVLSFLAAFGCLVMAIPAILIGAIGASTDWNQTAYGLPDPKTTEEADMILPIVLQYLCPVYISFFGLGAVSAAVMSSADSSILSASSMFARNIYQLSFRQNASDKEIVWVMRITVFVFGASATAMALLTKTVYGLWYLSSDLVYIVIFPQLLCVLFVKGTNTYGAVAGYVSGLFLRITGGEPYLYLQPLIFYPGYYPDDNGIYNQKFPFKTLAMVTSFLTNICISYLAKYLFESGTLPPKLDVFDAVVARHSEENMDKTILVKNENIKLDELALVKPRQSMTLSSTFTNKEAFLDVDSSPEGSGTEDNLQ
* marks the source's active call; other numbers are inactive results; i = inactive; · = no result given.

Each structure is followed by: CHT inh	Kir21 block
O=C(OCC(=O)N1CCN(C(=O)COC(=O)c2ccc(O)cc2O)CC1)c1ccc(O)cc1O
  i	-0.07
Cc1cc(/C(N)=N/OC(=O)Nc2ccc(Cl)cc2)no1
  i	-0.99
CC(=O)c1cnc(SCC(=O)O)nc1C
  i	0.01
CN1CCc2c(sc(NC(=O)c3ccc([N+](=O)[O-])o3)c2C(N)=O)C1
  i	0.05
Cc1ccc(S(=O)(=O)NCCn2nc(C)cc2C)cc1
  i	-0.48
CC(=O)c1cccc(NC(=O)CCS(=O)(=O)c2cccc3nonc23)c1
  i	·
O=C1NC(=S)S/C1=C\c1ccc2ccccc2c1
  i	0.8
O=C(c1cccc2ccccc12)C1CCCN(C(=O)CCCn2cncn2)C1 (stereo not given)
  i	-0.03
COC(=O)Cc1c(O)ccn(CCc2c[nH]c3ccccc23)c1=O
  i	-0.74
O=C(NCCCc1ccncc1)C1CCC(=O)N(Cc2cccc(C(F)(F)F)c2)C1 (stereo not given)
  i	0.19
CCn1c(NC(=O)c2ccc(F)cc2)c2ccccc2nc1=O
  i	3
Cc1ccc2nc(SCC(=O)NCCc3ccccc3)nc(=O)n2c1
  i	0.08
CCOC(=O)N1CCN(C(=O)c2ccccc2NC(=O)c2ccc(Br)cc2)CC1
  i	-0.04
COCCNC(=O)c1cc(-c2ccccc2)nn1CC1CC(c2cccc([N+](=O)[O-])c2)=NO1 (stereo not given)
  i	0.96
O=C(c1ccco1)N1CCN(c2ncnc3c(-c4ccccc4)nsc23)CC1
  i	0.06

Compound profiles, as listed above. Screens in order: CHT inh | Kir21 block
Profile of CCn1c(NC(=O)c2ccc(F)cc2)c2ccccc2nc1=O : i | 3
Profile of O=C(NCCCc1ccncc1)C1CCC(=O)N(Cc2cccc(C(F)(F)F)c2)C1 (stereo not given) : i | 0.19
Profile of Cc1cc(/C(N)=N/OC(=O)Nc2ccc(Cl)cc2)no1 : i | -0.99
Profile of O=C(OCC(=O)N1CCN(C(=O)COC(=O)c2ccc(O)cc2O)CC1)c1ccc(O)cc1O : i | -0.07

The listing continues.
Each structure is followed by: CHT inh	Kir21 block
Cc1ccc(NC(=O)Nc2ccccc2C(N)=O)cc1
  i	-0.65
COc1ccc2c(c1)c(=O)oc1cc(OC(C(=O)O)c3ccccc3)ccc12 (stereo not given)
  i	0.22
CCOC(=O)c1c(NC(=O)COC(=O)c2ccc([N+](=O)[O-])cc2)sc(C(=O)N(C)C)c1C
  i	0.75
CC(C)(C)S(=O)(=O)c1cnc2c(-c3ccc(F)cc3)cnn2c1N
  i	0.69
Cc1nc(N)nc(Cl)c1Cc1ccc(Cl)cc1
  i	-0.91
Cc1nnc2sc(SCc3ccc(Br)cc3)nn2c1=O
  i	0.8
CN(c1ccccc1)S(=O)(=O)c1ccc(NC(=O)c2cccs2)cc1
  i	0.86
C=CCc1c(C)nc(-c2ccccc2)nc1N/N=C/c1ccccc1
  i	0.41
O=C1NC(c2cccs2)C(C(=O)c2ccccc2)C(O)(C(F)(F)F)N1 (stereo not given)
  i	-0.66
COC(=O)[C@@H]1[C@H](CCc2ccccc2)NC(=O)N(Cc2ccccc2)[C@@H]1C
  i	1.5
Cc1ccc(-c2cn3cccnc3n2)cc1
  i	-0.98
COc1ccc(C(CNC(=O)Cc2cc(OC)c(OC)c(OC)c2)N2CCCC2)cc1 (stereo not given)
  i	-1.1
COc1ccc2nc(C)cc(Nc3ccc(C(=O)O)cc3)c2c1
  i	-0.83
CCOC(=O)c1[nH]c2ccc(OC)cc2c1NC(=O)CCN1CCCC(C)C1 (stereo not given)
  i	3.2
CCn1c(=O)[nH]c(=O)c2c(N)c(C(=O)c3cc(F)ccc3F)sc21
  i	-0.16
Cc1cccc(N2CCN(C(=O)c3cc4c(=O)n(C)c5ccccc5c4n3C)CC2C)c1 (stereo not given)
  i	-0.08
CC(=O)c1cccc(N(C(=O)CNC(=O)c2ccco2)C(C(=O)NC2CCCC2)c2ccc(C)o2)c1 (stereo not given)
  i	0.15
O=C(NCc1ccccc1)/C(=C/c1ccc(OC(F)F)cc1)c1ccccc1
  i	0.29
CSc1ccccc1N=Cc1nc(-c2ccccc2)oc1O
  i	-0.08
O=C(c1cc2c(s1)CCCCC2)N1CCN(c2ncccn2)CC1
  i	0
CCn1c(SCc2ccccc2Cl)nc2nc3c(cc2c1=O)CCCC3
  ·	1
COC(=O)NN1C(=O)C(c2ccccc2)=C(c2ccc(Cl)cc2)C1=O
  i	0.76
CCOc1cc(/C=C2\SC(=S)N(N3CCOCC3)C2=O)ccc1O
  i	0.66
CS(=O)(=O)N1CCN(C(=O)c2ccccc2)C1
  i	0.68
COc1cc([C@@H]2CC=C(C(=O)O)[C@H](c3ccccc3)N2S(=O)(=O)c2ccc(C)cc2)cc(OC)c1OC
  i	·
COC(=O)c1sc(-c2ccccc2)cc1NC(C)=O
  i	1.3
CN1c2ccsc2C(O)=C(C(=S)Nc2ccccc2)S1(=O)=O
  i	1.3
N#Cc1cccc(NC(=O)c2nc(-c3ccccc3)n(-c3ccccc3)n2)c1
  i	0.72
O=C(c1cc(-c2cccc(Cl)c2)on1)N1CCOCC1
  i	-0.25
C#CCOCCOCCOCCNc1nc(N2CCN(C(=O)[C@H]([C@@H](C)CC)n3cc(CCCCN)nn3)CC2)nc(N2CCN(C(=O)[C@H]([C@@H](C)CC)n3cc(CCCN=C(N)N)nn3)CC2)n1
  i	·
CC(C)(C)OC(=O)N1CCCC1C(=O)N1CCCC1C(=O)N1CCCC1C(=O)O (stereo not given)
  ·	-1.3
O=C(Nc1ccccc1C(F)(F)F)C1CCCC1
  i	-0.11
CCc1ccc(OCCNC(=O)OCc2ccccc2)cc1
  i	0.04
CC(CNS(=O)(=O)c1ccc(Cl)cc1)n1cncn1 (stereo not given)
  i	-0.02
Cc1ccc(NC(=O)C2CCN(C(=O)c3ccccc3C)CC2)cc1
  i	0.2
Cc1ccc(NC(=O)NC2(C(=O)NCc3ccco3)CCCCC2)cc1
  i	-0.82
O=C(CCSCc1ccccc1Cl)NC1CCCCC1
  i	-0.55
CCN(CC(=O)NCc1ccc(F)cc1)C(=O)/C=C/c1ccc(OC)c(S(=O)(=O)NC(C)C)c1
  i	0.15
O=S(=O)(c1ccc(Cl)s1)N1CCN(Cc2ccccc2)CC1
  i	-0.01
CC1CCCC(NCC(O)COC(c2ccc(F)cc2)c2ccc(F)cc2)C1C (stereo not given)
  i	-3.9
C=CCNC(=S)N/N=C(\C)c1ccc(-n2ccnc2)cc1
  i	0.48
CCN(CCn1cccn1)C(=O)CC1C(=O)NCCN1Cc1ccc(OC)c(OC)c1 (stereo not given)
  i	-0.02
CCN(CC)S(=O)(=O)c1cc(-c2nnc(-c3ccc(Br)cc3)o2)ccc1Cl
  i	0.15
COCCNC(=O)C(c1ccc(C)o1)N(C(=O)C(=O)NC1CCCCC1)c1ccc(F)cc1 (stereo not given)
  i	1.6
O=C(NCc1ccccc1)N(Cc1cc2cc3c(cc2[nH]c1=O)OCO3)CC1CCCO1 (stereo not given)
  i	-0.27
O=C(Nc1ccc(Cl)c(C(F)(F)F)c1)NC1CC2CCCC(C1)N2C1CC1 (stereo not given)
  i	0.16
O=C(c1ccc(Cl)c(Cl)c1)N1CCCC1
  i	1.4
OC(c1ccccc1)(C1CCCCC1)C(CN1CCOCC1)c1ccccc1 (stereo not given)
  i	0.67
Cn1c(=O)c2ncn(CC(=O)O)c2n(C)c1=O
  i	0.16
COc1cc(/C=C/C(=O)Nc2ccc3nc4n(c(=O)c3c2)CCCC4)cc(OC)c1OC
  i	1.6
Cn1c(=O)c(C(=O)CSc2nnc(Nc3ccccc3)s2)c(N)n(Cc2ccccc2)c1=O
  i	-0.13
COc1ccc(S(=O)(=O)N2Cc3ccccc3CC2C(=O)Nc2nccs2)cc1OC (stereo not given)
  i	-0.31
O=C(NCCOc1ccc(Cl)cc1)C1CCCCC1
  i	0.87
CCOC(=O)c1csc(NC(=O)C2=COCCO2)n1
  i	1.1
COC(=O)NC1(C(F)(F)F)C(=O)Nc2c1c(=O)n(C)c(=O)n2C (stereo not given)
  i	-1.6
Cc1nn(-c2ccc(Cl)cc2)c(Cl)c1/C=C(\C#N)C(N)=O
  i	0.18
COc1ccc(N(C(=O)c2ccco2)C(C(=O)NC2CCCC2)c2cccs2)c(OC)c1 (stereo not given)
  i	0.74
CC12CCC(=O)N1C(C(=O)N1CCN(S(=O)(=O)c3cccc(C(F)(F)F)c3)CC1)CS2 (stereo not given)
  i	-3.6
COc1ccc(OC)c(CCNC(=O)c2cccc(NC3=NC4CS(=O)(=O)CC4S3)c2)c1 (stereo not given)
  i	-0.47
CCCSc1nc2c(cnn2-c2ccccc2)c(=O)n1N
  i	2.8

(list continues)
Each structure is followed by: CHT inh	Kir21 block
CCO[C@@H]1OC(C(=O)NC2CC2)=C[C@H](c2ccccc2)[C@H]1CCCO
  i	1
O=C(Nc1ccccc1Br)C1CCC(=O)N1Cc1ccccc1Cl (stereo not given)
  i	-0.32
Fc1ccc(NC(=S)NCc2cccs2)cc1
  i	0.01
O=C(OCc1cccc([N+](=O)[O-])c1)c1cc(=O)[nH]c2ccccc12
  i	0.2
CC(C)(C)c1cc(C(c2cccnc2)N2CCN(CCO)CC2)cc(C(C)(C)C)c1O (stereo not given)
  i	-0.41
COc1ccc(CC(=O)Nc2ccc(N3CCOCC3)cc2)cc1OC
  i	1.5
CCOC(=O)c1c(C)nn(-c2ccc(NC(=O)c3cccs3)cc2)c1C
  i	0.48
Clc1ccc(NCc2cccnc2)c(Cl)c1
  i	0.81
C1CSC2(N1)C1CC3CC(C1)CC2C3 (stereo not given)
  i	-2.1
CC1(C)CNC(=O)c2sc(N3CCCCC3)nc2C1
  i	1.2
CN1C(=O)NC(c2cccc([N+](=O)[O-])c2)C2=C1CCCC2=O (stereo not given)
  i	0.64
Cc1ccc(NC(=O)Cc2cccs2)cc1Cl
  i	-0.67
NS(=O)(=O)c1ccc(CNC(=O)c2ccncc2)cc1
  i	0.44
Cc1ccc(S(=O)(=O)c2cn(C)c3cc(N4CCOCC4)c(F)cc3c2=O)cc1
  i	2.4
Cc1ccc(NC2CC(C)NC(=S)N2)cc1 (stereo not given)
  i	1.5
COc1ccc(NC(C)=O)cc1S(=O)(=O)Nc1ccc(C(=O)N2CCCC2)cc1
  i	1.4
CCOC(=O)c1c(C)[nH]c(NC(=O)N2CCOCC2)c1C
  i	0.01
COCCCn1c(C)nnc1SCC(=O)Nc1ccc(C(C)=O)cc1
  i	1
Cc1ccnc(NC(=O)c2ccc3c(c2)C(=O)N(CC(C)C)C3=O)c1
  i	-0.31
COc1cccc(/C=C2\Oc3cc(OC(=O)N4CCOCC4)ccc3C2=O)c1
  i	0.19
O=C(NCC1CCOCC1)c1ccc(OC2CCN(Cc3ccccn3)CC2)cc1
  i	-0.72
CC1=C(/C=C/C(C)=C/C=C/C(C)=C/C(=O)O)C(C)(C)CCC1
  i	-0.43
CC(=O)N1c2ccc(S(=O)(=O)N(C)CC(=O)NCc3ccc(C)cc3)cc2CC1C (stereo not given)
  i	0.19
O=C(COC(=O)c1cc(Cl)ccc1Cl)Nc1ccc2[nH]c(=O)[nH]c2c1
  i	1.5
Oc1ccccc1C=NCCCCCCN=Cc1ccccc1O
  i	-0.39
O=C(N/N=C\c1cn(-c2ccccc2)nc1-c1ccccc1)c1ccc2c(c1)OCO2
  i	0.14
CC(=O)N1CCN(CC(=O)Nc2c(Cl)cc(Cl)cc2Cl)CC1
  i	-1.1
O=C(O)c1ccc(-n2cccc2)cc1O
  i	1.4
C/C(CC(=O)NCc1ccco1)=N\NC(=O)Cc1ccccc1
  i	0.65
S=C(c1ccccc1)N1CCCc2ccccc21
  i	-2.2
Cc1csc(NC(=O)/C=C/c2ccc(C)o2)n1
  i	-0.03
CCOC(=O)c1oc2ccccc2c1N
  i	-1.6
COc1cccc(CNC(=O)C2CCN(S(=O)(=O)c3ccccc3)CC2)c1
  i	3.6
CCCOc1ccc(S(=O)(=O)NCc2ccc(OC)cc2)cc1
  i	-0.51
COc1ccc(N2CCN(CC(=O)c3ccc(Cl)cc3)CC2)cc1
  i	-1.1
O=C1CCCC/C1=C\Nc1ccc(O)cc1
  i	0.14
O=C(NCC1CCCO1)C1CCN(c2ccc(S(=O)(=O)N3CCCC3)cc2)CC1 (stereo not given)
  i	1.2
N#Cc1c(NC(=O)CSc2nnc(-c3ccco3)n2-c2ccccc2)sc2c1CCC2
  i	2.3
COc1ccc(NS(=O)(=O)c2cc(Br)cc3c2N(C(C)=O)CC3)cc1
  i	-0.53
CCOc1cc(C(=O)N/N=C(\C)Cc2ccc(OC)cc2)cc(OCC)c1OCC
  i	0.39
Cc1ccccc1-c1nc(-c2cccnc2)no1
  i	1.7
C/C(Cn1nnc([N+](=O)[O-])n1)=N\NC(=O)c1ccccc1Cl
  i	0.18
COc1cccc(NC(=O)[C@H](Cc2c[nH]c3ccccc23)NC(=O)[C@@H]2Cc3ccccc3CN2)c1
  i	-0.86
CN(C(=O)CC1C(=O)NCCN1Cc1ccoc1)C1CCOCC1 (stereo not given)
  i	-2.2
CC(C)c1nc2ccccc2n1CCC(=O)O
  i	0.11
COc1cccc(S(=O)(=O)Nc2ccc(C(=O)Nc3ccncc3)cc2)c1
  i	-1.6

High-throughput results as filed in PubChem BioAssay.
